# HUVEC prolif 384: human endothelial cell proliferation inhibition. HUVEC proliferation, CellTiter-Glo luminescence, 72 h; active compounds read low. viability, % at 10 µM (by protocol). 86,000 compounds, 1.1% hits. AID 648;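 active = viability at or below 30%; inactive = viability above 30%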;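 note: 100% = median luminescence of DMSO-only cell control wells on each plate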
# Smad3 inh: Smad3 (human) transcription factor binding inhibition. inhibition, % at 25 µM. TR-FRET Smad3/Dy647-FoxH1 peptide binding, europium anti-His. 88,000 compounds, 0.29% hits;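 active = compounds that reduce the energy-transfer binding signal between the protein and its labelled peptide by more than half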;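 note: 0% = Smad3 plus labelled peptide maximal FRET and 100% = peptide-only background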
# Target sequence (P84022 whole entry, looked up): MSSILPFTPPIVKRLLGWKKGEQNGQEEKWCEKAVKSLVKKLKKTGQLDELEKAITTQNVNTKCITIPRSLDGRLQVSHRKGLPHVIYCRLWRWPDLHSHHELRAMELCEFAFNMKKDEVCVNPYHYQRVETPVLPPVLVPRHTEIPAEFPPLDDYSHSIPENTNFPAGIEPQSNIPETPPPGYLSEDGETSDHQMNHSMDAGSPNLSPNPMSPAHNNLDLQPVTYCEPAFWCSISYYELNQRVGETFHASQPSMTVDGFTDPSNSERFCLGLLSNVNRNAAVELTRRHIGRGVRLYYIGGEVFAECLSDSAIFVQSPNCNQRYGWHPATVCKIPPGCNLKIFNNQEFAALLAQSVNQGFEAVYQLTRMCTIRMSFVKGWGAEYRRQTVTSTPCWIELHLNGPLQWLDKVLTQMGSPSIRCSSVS
# F-actin modifier: cytoskeleton assembly modification; 91,000 compounds, 0.18% hits; HUVEC TNFa F-actin phalloidin imaging, high content; inhibition, % at 2 µM;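 active = inhibition above the batch mean plus 3 SD and confirmed as a hit by visual image inspection, cut at about 30% in these data, passing the limit was not always enough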; note: strong numbers were not always called active
# Lung fibro prol: blocks proliferation of human lung fibroblasts | LL 47 human lung fibroblast viability, ATP luminescence; active compounds read low | viability, % at 10 µM | 85,000 compounds, 1.1% hits | AID 719;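 active = viability at or below 50% in the single dose screen; inactive = viability above 50%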;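 note: compound exposure lasted 72 h before the ATP readout; 100% = median luminescence of untreated cell-only wells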
#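 Test system: LL 47 human lung fibroblasts; Quantity: 1,150 cells/well; Buffer or medium: IMEM plus 15% FBS; Dosing: tenfold compound dosing solution, DMSO at 0.1%; Timing: overnight cell rest, 72 h compound treatment at 37 °C; Detection: ATP-based CellTiter-Glo luminescent readout; Read-out basis: viability percentage against median untreated-cell control; Controls: cell-only wells, no compound.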
# H69AR inhibit: blocks growth of human H69AR lung tumor cells. H69AR lung tumor viability, ATP luminescence, 72 h; active compounds read low. 85,000 compounds, 6% hits. viability, % at 10 µM;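 active = viability at or below 40%; inactive = viability above 40%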;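 note: multidrug resistant small cell line overexpressing MRP-1 efflux transporter; 100% = mean luminescence of untreated control wells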
# IL1B cytotox: HUVEC cytotoxicity counter-screen, IL-1B stimulated. HUVEC cell count loss, Hoechst imaging. 94,000 compounds, 0.41% hits. cell count reduction, % at 2 µM;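 active = cell count reduction more than 3 SD above the screen-wide mean, cut at about 70% in these data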;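 note: normalized per plate to untreated control cells as the no-loss baseline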
# HUVEC tox TNFa: HUVEC cytotoxicity counter-screen, TNF alpha stimulated. cell count reduction, % at 2 µM. AID 848. 93,000 compounds, 0.17% hits. HUVEC TNFalpha-stimulated, Hoechst cell count, imaging;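 active = cell count reduction exceeding the screen mean by over 5 SD, scaled to untreated wells per plate, cut at about 78% in these data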;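 note: cells counted after 24 h of TNF alpha exposure following the 1 h pretreatment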
# VCAM1 TNFa inh: reduces TNF alpha induced VCAM1 expression in HUVEC; HUVEC TNFa-induced VCAM-1 immunofluorescence, high-content imaging; 95,000 compounds, 0.48% hits; inhibition, % at 2 µM;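 active = inhibition above the batch mean plus 3 SD, with images confirmed as a hit by eye, cut at about 37% in these data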;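 note: 0% = TNF-stimulated DMSO wells and 100% = unstimulated control wells; not every result past the cut was called active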
# Pyk2 oligo antag: Pyk2 (human) oligomerization antagonism; Q14289; Q293 cells, Pyk2 FERM NanoBiT luminescence; active compounds read low; z-score (the deposit names both 25 µM and 10 µM); 99,000 compounds, 0.83% hits;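 active = Z-score of -3 or lower, scaled per plate to the spread of control and sample wells; inactive = z-score above -3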;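 note: negative z-score means lost luminescence so less FERM oligomerization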
# Starred values were filed as active, the others as inactive; / = not tested or not shown; [ ] = remark or other dose. Not all compounds are listed; rates above refer to the full screens.
SMILES,HUVEC prolif 384,Smad3 inh,F-actin modifier,Lung fibro prol,H69AR inhibit,IL1B cytotox,HUVEC tox TNFa,VCAM1 TNFa inh,Pyk2 oligo antag
CN(C)CCCN1C(=O)C(=O)/C(=C(/O)c2ccccc2)C1c1ccccn1 (stereo not drawn),104,-3,/,104,90,/,/,/,/
O=C(O)CCC(=O)N1CCc2cc(S(=O)(=O)NC3CCCC3)ccc21,100,-5,-7,103,99,3,22,-4,0.56
O=C1NC(=O)C2C3c4ccccc4C(c4ccccc43)C12 (stereo not drawn),90,0,-7,101,98,24,-17,-11,-0.08
O=C(Cn1cnc2c(nnn2-c2ccccc2)c1=O)N1CCC(Cc2ccccc2)CC1,58,-6,-3,102,97,0,-2,4,/
CCCCCC(C)NC(=O)c1ccoc1C (stereo not drawn),101,1,6,100,91,-11,9,-2,0.08
O=c1c2ccccc2nnn1CSc1ncnc2ccccc12,/,/,-9,/,/,-18,54,46*,-0.31
CCCN(CC1CC1)S(=O)(=O)c1ccc(S(N)(=O)=O)cc1,/,/,-1,/,/,-21,-16,3,/
O=C(COC(=O)CCCSc1nc2ccccc2[nH]1)NC(=O)NC1CCCC1,97,6,9,89,97,-9,-5,-1,1.6
CCc1ccc(N2CC(C(=O)OCC(=O)Nc3cc(C)on3)CC2=O)cc1 (stereo not drawn),104,-5,-4,/,37*,15,-9,9,0.19
O=C1CC(C(=O)N(c2ccc(F)cc2)C(C(=O)NC2CCCC2)c2ccccn2)CS1 (stereo not drawn),101,-16,-4,109,76,20,-16,-6,0.24
Cc1ccc2oc(=O)c3cnn(CC(=O)N(CCCN4CCOCC4)Cc4ccco4)c3c2c1,94,-10,/,100,91,/,/,/,/
COc1ccc(C(=O)N2CCN=C2c2ccccc2)cc1OC,96,-1,23,101,92,30,-22,-9,1.4
C=CCSc1nc2ccccc2n1Cc1nnc(-c2cccs2)o1,94,4,/,95,92,6,5,12,0.33
CCCC(=O)Nc1ccc(NC(=O)c2cccc(OC)c2)nc1,87,-1,1,103,88,-3,-13,-1,0.21
CN1C(=O)c2ccccc2C(C(=O)NCc2ccco2)C1c1c[nH]c2ccccc12 (stereo not drawn),97,5,-9,86,85,10,-1,8,-0.89
CCCCCc1c(O)nc(SCC(=O)O)[nH]c1=O,100,8,4,/,102,-24,7,30,/
COc1ccc(N2CCN(C(=O)CSc3nc4c(c(=O)n(C)c(=O)n4C)n3C(C)C)CC2)cc1,102,-10,-18,102,94,-2,-13,1,-0.41
CCCn1nc(C(=O)NCCc2ccc(S(N)(=O)=O)cc2)c2ccccc2c1=O,92,9,-6,102,80,21,-12,14,-0.04
COc1ccc(NC(=O)CN2CCN(c3ccc(Cl)cc3)CC2)c(OC)c1,98,1,-21,97,94,-2,14,19,0.33
CCCSc1ncc(Cl)c(C(=O)Nc2ccc(S(=O)(=O)N3CC(C)OC(C)C3)cc2)n1 (stereo not drawn),99,-10,/,92,69,-6,-17,-10,-1.4
CCOCCOc1nc2c(c(=O)n(C)c(=O)n2C)n1Cc1ccc(C)cc1,102,2,9,99,92,-6,-16,17,/
CCOC(=O)C1CCN(c2c(NCc3ccc(C(=O)NC(C)CC)cc3)c(=O)c2=O)CC1 (stereo not drawn),112,4,-5,99,94,-21,-2,8,0.19
O=C(Cn1ncc2c(=O)oc3ccccc3c21)N1CCc2ccccc2C1,95,2,/,100,63,/,/,/,/
Cc1onc(-c2ccccc2Cl)c1C(=O)Nc1ccc(F)c(F)c1,/,/,-45,/,/,14,12,6,-0.84
NC(=S)NNc1cc(Cl)cc(Cl)c1,93,9,2,91,102,1,-8,-4,0.81
CCc1nc(SCC(=O)Nc2cc(C)on2)c2c(=O)n(C)c(=O)n(C)c2n1,108,-1,10,90,87,-74,-35,6,/
COc1ccc(NC(=O)Nc2nnc(C(C)C)s2)cc1,103,12,0,104,94,1,-6,-13,-1.2
Cc1ccc(S(=O)(=O)N2CCN(CC(=O)NC3CCCc4ccccc43)CC2)c(C)c1 (stereo not drawn),/,/,-18,/,/,-5,0,-6,-0.68
Cn1c(C(=O)N(Cc2ccccc2)Cc2cccs2)cc2sccc21,105,0,2,99,81,-8,15,-8,-3
O=C(CC(C(=O)O)N1CCOCC1)Nc1ccc(Cl)cc1 (stereo not drawn),91,-2,-30,100,87,-12,-8,14,0.06
O=C(NCCOc1cccc(Oc2ccccc2)c1)c1cc(-n2cnnc2)ccc1Cl,/,/,25,/,/,-18,-2,-3,-0.9
CCC(C)(C)n1nnnc1C(c1cc2ccc(C)cc2[nH]c1=O)N(Cc1cccnc1)Cc1ccco1 (stereo not drawn),85,-10,7,88,90,-4,10,-3,-0.12
CCCC1NC(=O)NC(C)=C1C(=O)OCC (stereo not drawn),104,4,3,96,100,16,6,12,-0.02
O=c1[nH]c2c(s1)C=Nc1ccccc1N2,89,1,/,93,89,/,/,/,-0.62
Cc1noc(NS(=O)(=O)c2ccc(NC(=O)CSc3nc4ccccc4s3)cc2)c1C,101,-5,8,98,80,74*,-18,21,0.74
N#Cc1c(C#N)c(-c2ccccc2)n(-c2ccccc2)c1N,98,12,-6,89,87,-19,15,4,0.03
COc1cccc(CNC(=O)c2ccc(NC(=O)C3CCCO3)cc2)c1 (stereo not drawn),89,2,/,111,91,/,/,/,-0.24
CN1C(=O)/C(=C\c2cc(N=Nc3ccccc3)ccc2O)SC1=S,/,/,27,/,/,-9,-3,14,-1.3
CCc1nnc(NC(=O)c2ccc(S(=O)(=O)N(CC)CC)cc2)s1,93,1,-17,100,100,7,-21,21,/
CCOC(=O)Cn1c(=O)oc2cc(S(=O)(=O)NCCc3ccc(C)cc3)ccc21,93,1,1,97,86,-51,-38,21,/
Cc1ccc(/C=N/NC(=O)c2cc(C)oc2C)o1,/,/,-25,/,/,-41,13,-10,-0.32
O=C(COc1cccc2cccnc12)N1CCc2ccccc2C1,77,12,-26,99,73,-40,9,0,0.72
Cc1ccc(C(=O)/C=C/Nc2ccccn2)cc1,94,4[fluorescence artefact?],10,96,92,-18,-36,-9,0.32
c1ccc(COc2ccc(OCCCn3cncn3)cc2)cc1,101,9,4,98,97,-37,-9,12,0.58
Cc1ccccc1-n1c(SCC(=O)c2cc(C)n(C)c2C)nnc1-c1ccncc1,121,-4,15,105,93,7,-28,17,0.69
O=C(O)c1cccc(OCc2ccccc2Cl)c1,/,/,55,/,/,-8,-1,-10,1.2
CCOC(CNC(=O)CCc1c(C)nc2ncnn2c1C)OCC,104,-7,7,106,104,13,2,14,-0.88
O=C(Nc1ncc(Cc2ccccc2)s1)C1CCCO1 (stereo not drawn),100,0,-10,107,91,-33,-1,1,/
CC(C)NC(=O)CC1OC(=O)c2ccccc21 (stereo not drawn),102,-10,-10,104,88,-8,-3,1,0.51
CCOC(=O)Cc1csc(NC(=O)c2sc3nc4ccc(C)cc4cc3c2N)n1,/,/,12,/,/,-11,-4,-2,1.2
C=CCNc1oc(/C=C/c2ccccc2)nc1C#N,/,/,-8,/,/,8,/,-46,-0.78
COC(=O)CSc1nc2nc(C)cc(C)n2n1,93,2,-16,98,100,9,8,2,/
c1ccc2c(c1)nnn2-c1ncnc2sc3c(c12)CCCC3,85,2,-34,95,103,-8,40,-12,-0.85
COc1ccc(CNC(=O)c2ccc(C)o2)cc1,91,8,9,91,95,-33,-32,-14,0.17
Cc1cc(C(C)c2ccccc2)c(O)c(CN2CCOCC2)c1C (stereo not drawn),109,-2,-10,103,95,-11,-5,-9,-0.62
CC(C)(C)NC(=O)COC(=O)c1cc(S(=O)(=O)N2CCCCC2)ccc1N1CCOCC1,/,/,5,/,/,10,-11,9,1.5
CN(C(=S)Nc1ccc(F)cc1)C1(c2ccccc2Cl)CCCCC1=O (stereo not drawn),90,-29,-1,95,94,3,16,-10,-0.11
Cc1cc(NC(=O)CSCc2nc(-c3cccc(Cl)c3)oc2C)no1,92,-10,/,101,87,/,/,/,/
O=C(Nc1cccc2ccccc12)N1CCc2ccccc2C1,94,4,23,96,87,-8,-48,2,-1.8
CN(C)C(CNC(=O)c1cccnc1Sc1ccccc1)c1ccco1 (stereo not drawn),103,0,-23,85,93,-17,-11,-7,0.75

# Continued:
SMILES,HUVEC prolif 384,Smad3 inh,F-actin modifier,Lung fibro prol,H69AR inhibit,IL1B cytotox,HUVEC tox TNFa,VCAM1 TNFa inh,Pyk2 oligo antag
CCC(C)NC(=O)Cn1c(=O)n(CCCCC(=O)NCc2ccco2)c(=O)c2ccccc21 (stereo not drawn),96,3,7,93,86,-12,-24,2,0.6
Cc1cc(C)n2nc(SCc3cc(=O)oc4ccc5ccccc5c34)nc2n1,/,/,-2,/,/,-22,10,5,-0.07
Cc1onc(-c2c(F)cccc2Cl)c1C(=O)N1C=CC(C(F)(F)F)=NCC1,/,/,-20,/,/,-17,-11,13,-1.1
CCOCCCn1c(=N)c(C(=O)NCc2ccc3c(c2)OCO3)cc2c(=O)n3ccccc3nc21,88,10,59,83,58,5,-28,5,/
Cc1ccccc1N=C1NC(=O)CC(c2ccccc2)S1 (stereo not drawn),/,/,-10,/,/,8,0,-14,0.24
Cc1cccc(-c2csc(NC(=O)c3cnccn3)c2C(=O)OC(C)C)c1,/,/,-11,/,/,-21,14,6,-0.13
COc1ccc(CC(=O)Nc2ccc3c(c2)CCC3)cc1OC,/,/,11,/,/,-6,-13,7,0.54
O=C(CCCCCn1c(=O)[nH]c2ccsc2c1=O)NCc1ccc2c(c1)OCO2,/,/,10,/,/,-7,-22,9,-0.2
CC(C)NCCOCCOc1ccccc1F,93,6,-1,100,99,11,-10,0,0.83
N#Cc1c(N)c(C#N)c(-c2ccc3c(c2)OCO3)c2c1CCCC2,75,7,/,91,97,/,/,/,-2.6
N#CCCN(Cc1cccnc1)S(=O)(=O)c1ccc(S(=O)(=O)NC2CCCCC2)cc1,54,-21,-20,111,104,5,-20,0,2.7
COc1cc(CN(C)Cc2ccccc2)cc(OC)c1O,/,/,-5,/,/,-17,/,19,-0.31
O=C(NCc1cccnc1)c1ccc(CS(=O)(=O)c2ccc(Cl)cc2)o1,96,0,9,101,101,-81,29,18,1.2
CCOc1cc(Br)ccc1S(=O)(=O)N1CC(C)OC(C)C1 (stereo not drawn),97,2,-6,98,111,0,-5,-19,-0.45
CC(C)(C)c1cc(C(=O)NCc2ccccc2)ccn1,106,3,/,94,94,-4,/,/,0.73
CCOC(=O)C1CCCN(c2cc(=O)n(Cc3ccc(F)cc3)c(=O)[nH]2)C1 (stereo not drawn),100,2,11,99,89,-78,7,6,0
CCOC(=O)N=S(=O)(Oc1ccc([N+](=O)[O-])cc1)c1ccc(Cl)cc1 (stereo not drawn),104,5[fluorescence artefact?],1,90,92,-39,/,-31,0.44

# Grouped by structure: those above containing a cyano group.
SMILES,HUVEC prolif 384,Smad3 inh,F-actin modifier,Lung fibro prol,H69AR inhibit,IL1B cytotox,HUVEC tox TNFa,VCAM1 TNFa inh,Pyk2 oligo antag
N#Cc1c(C#N)c(-c2ccccc2)n(-c2ccccc2)c1N,98,12,-6,89,87,-19,15,4,0.03
C=CCNc1oc(/C=C/c2ccccc2)nc1C#N,/,/,-8,/,/,8,/,-46,-0.78
N#Cc1c(N)c(C#N)c(-c2ccc3c(c2)OCO3)c2c1CCCC2,75,7,/,91,97,/,/,/,-2.6
N#CCCN(Cc1cccnc1)S(=O)(=O)c1ccc(S(=O)(=O)NC2CCCCC2)cc1,54,-21,-20,111,104,5,-20,0,2.7

# Bioassay records (PubChem)
